HCMV inh: qHTS Assay for inhibitors of the human cytomegalovirus (HCMV); 4.5% of 410,000 active; AID 1259415, 2018; HFF cells, HCMV-luciferase reporter, 72 h; active compounds read low; activity change, negative = inhibition, % at 57.5 µM; in the data active = activity change below about -60%; inconclusive = no clear call, values can overlap the other calls; inactive = above about -39%
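Inhibition of viral replication was scored as loss of reporter luminescence in HFFs infected with HCMV-luciferase (MOI 1 PFU/cell) for 72 h; compounds tested at 2 doses, normalized to buffer and Salinomycin controls.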
AmpC detergent: qHTS Inhibitors of AmpC Beta-Lactamase (assay with detergent). P00811. AmpC hydrolysis of nitrocefin, absorbance 480 nm, 0.01% Triton. Potency, µM (top dose mostly 114 µM), without a hit: at the highest dose activity change, negative = inhibition, actives largely listed as inhibitors. 0.041% of 370,000 active. AID 485294, 2010;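 note: potency is the fitted concentration of half-maximal effect; 0% = no-compound wells and -100% = no-enzyme wells; nearly all actives have a fitted effect of over 25% in size; some results filed as inactive show a strong effect at the top dose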
Target sequence (P00811 whole entry, looked up): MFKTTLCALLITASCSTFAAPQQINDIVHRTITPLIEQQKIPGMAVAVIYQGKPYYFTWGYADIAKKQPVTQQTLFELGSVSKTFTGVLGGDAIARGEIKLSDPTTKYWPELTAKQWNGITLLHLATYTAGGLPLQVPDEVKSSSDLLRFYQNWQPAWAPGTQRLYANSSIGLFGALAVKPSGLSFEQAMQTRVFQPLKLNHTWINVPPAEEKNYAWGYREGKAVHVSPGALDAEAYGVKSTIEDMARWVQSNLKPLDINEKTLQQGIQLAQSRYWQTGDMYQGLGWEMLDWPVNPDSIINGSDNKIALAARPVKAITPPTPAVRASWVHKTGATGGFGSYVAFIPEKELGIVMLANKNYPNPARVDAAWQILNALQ
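AmpC (5.3 nM in the dispensed reagent) in 20 mM phosphate pH 7.0 with 0.01% (detergent screen) or 0.0001% Triton X-100 was preincubated with compounds for 15 min at room temperature. Nitrocefin was then added from an 800 uM solution, and hydrolysis was followed at 480 nm.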
HCV inh: qHTS Assay for Inhibitors of Hepatitis C Virus (HCV); Potency, µM (titrated, usually from 41.8 µM), for the others: top-dose activity change, negative = inhibition, most hits filed as inhibitors; AID 651820, 2012; 3.4% of 340,000 active; Huh7.5.1 HCVcc-Cre infection, luciferase reporter, 44 h; note: potency is the fitted concentration of half-maximal effect
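Cells (1,000/well) were plated 4 h before compound, then infected with HCVcc-Cre virus (~0.5 moi). After 44 h further culture, infection was read as luciferase luminescence following a 15 min substrate incubation at room temperature.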
Sm TGR inh: qHTS Assay for the Inhibitors of Schistosoma Mansoni Peroxiredoxins; Schistosoma mansoni thioredoxin glutathione reductase (TGR), Q962Y6; Potency, µM (titrated, usually from 114 µM), inactives show at the top dose activity change, negative = inhibition, most hits filed as inhibitors; purified TGR, DTNB reduction, TNB absorbance 405 nm; 3% of 360,000 active; note: potency is the fitted concentration of half-maximal effect; nearly all actives have a fitted effect of over 60% in size
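TGR 20 nM + NADPH 100 uM (dispensed conc.), cpd preinc 15 min RT; start with NADPH (500 uM addition) then DTNB (15 mM addition). Kinetic TNB absorbance, 405 nm filter. Four-parameter Hill fit across titration.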
Giardia FBPA inh: qHTS Assay for Inhibitors of Fructose-1,6-bisphosphate Aldolase from Giardia Lamblia; A8B2U2; purified Giardia FBPA; Potency, µM (highest dose often 59.6 µM), for inactives: at the top dose activity, negative = inhibition, most hits filed as inhibitors; 0.71% of 290,000 active; AID 2451, 2010; note: potency is the fitted concentration of half-maximal effect; nearly all actives have a fitted effect of over 55% in size
Target sequence (A8B2U2 whole entry, looked up): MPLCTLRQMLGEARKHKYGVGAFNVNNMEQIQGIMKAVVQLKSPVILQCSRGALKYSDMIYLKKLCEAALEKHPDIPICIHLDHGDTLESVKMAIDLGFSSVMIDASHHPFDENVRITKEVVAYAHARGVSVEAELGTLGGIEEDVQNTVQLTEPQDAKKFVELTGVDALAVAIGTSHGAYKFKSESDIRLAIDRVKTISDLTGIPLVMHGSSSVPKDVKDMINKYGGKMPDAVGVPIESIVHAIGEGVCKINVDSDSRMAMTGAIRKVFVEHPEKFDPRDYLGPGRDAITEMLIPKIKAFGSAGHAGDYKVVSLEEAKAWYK
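Giardia FBPA (40 nM reagent) was preincubated 10 min at RT with compound (up to 57.5 uM final), then substrate plus GAPDH/TPI/NAD/arsenate coupling system with diaphorase/resazurin was added; resorufin fluorescence (525/598 nm) was read after 20 min.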
AMA1 RON2 block: qHTS for Inhibitors of AMA1-RON; Towards Development of Antimalarial Drug Lead: Primary Screen; Plasmodium falciparum AMA1 (3D7) - RON2 peptide interaction; AlphaScreen AMA1-biotinylated RON2 peptide binding; Potency, µM (top dose mostly 58.2 µM), for the others: at the highest dose activity change, negative = inhibition, actives largely listed as inhibitors; 0.2% of 360,000 active; AID 720542, 2013;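 note: potency is the fitted concentration of half-maximal effect; 0% = vehicle wells and -100% = peptide control; nearly all actives have a fitted effect of over 45% in size; some results filed as inactive show a strong effect at the top dose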
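AMA1 (3D7) with his tag at 25 nM final met compounds first, then biotinylated RON2 peptide at 25 nM; detection used donor plus acceptor beads, 10 µg/mL apiece, read by AlphaScreen after 30 min at room temperature.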
* = called active by the depositor; ? = inconclusive; nt = no result given; [ ] = dose if it differs, or a comment. Unless noted, calls come from the whole dose curve; as a rule, active = well fitted curve in the direction sought with a large enough effect; inconclusive = small, poorly fitted or top-dose-only effect, or another doubt; inactive = no such curve, though single readings can be large; an effect the other way counts as inactive or inconclusive. Unless noted, % is set by controls: 0 for no effect and ±100 for the full control effect. No enrichment for hits; about 9.3% have a hit in one of these screens.

1. COc1cccc(N=c2oc3ccc(OC)cc3cc2-c2nc3ccccc3[nH]2)c1
2. Nc1ncnc2sc3c(c12)CCNC3
3. O=C(CSc1ncccc1C(=O)Oc1ccccc1Cl)Nc1ccccc1Cl
4. CCOC(=O)Cc1c(C)nc2cc(-c3ccc(Cl)cc3)[nH]n2c1=O
5. O=C(NCCc1ccccc1)c1cccc(NC(=O)C2CCC2)c1
6. O=C(NCc1cccnc1)c1cc(Cl)ccc1[N+](=O)[O-]
7. O=C(O)Cc1c(C(=O)O)[nH]c2ccc(C(=O)O)cc12
8. CN(C)S(=O)(=O)c1ccc(NC(=O)CN2CCN(c3ccccn3)CC2)cc1
Compound,1,2,3,4,5,6,7,8
HCMV inh,-4,-19,55,45,47,-22,9,3
AmpC detergent,3%,-12%,3%,-9%,nt,-7%,-3%,-3%
HCV inh,-24%,14%,nt,8%,?,0%,19%,?
Sm TGR inh,1%,3%,0%,2%,nt,-8%,-3%,3%
Giardia FBPA inh,7%,-20%,nt,2%,nt,7%,-5%,9%
AMA1 RON2 block,1%,-6%,nt,-5%,-2%,26%,-15%,10%

Just AmpC detergent and HCMV inh (two entries from above):
No.	compound	AmpC detergent	HCMV inh
1	COc1cccc(N=c2oc3ccc(OC)cc3cc2-c2nc3ccccc3[nH]2)c1	3%	-4
2	Nc1ncnc2sc3c(c12)CCNC3	-12%	-19

Additional compounds:
9. COc1ccc(CNC(=O)C2CCN(C(=O)c3ccc(-c4ccccc4)cc3)CC2)cc1
10. CCCCCCn1c(SCC(=O)c2ccccc2)nc2c1c(=O)[nH]c(=O)n2C
11. CCOc1ccccc1CNS(=O)(=O)c1ccc2[nH]c(=O)ccc2c1
12. CCN1CCN(c2ccc(NC(=O)c3cnccn3)cc2)CC1
13. N#Cc1cccc(NC(=O)CN2CCCCCC2)c1
14. CCOc1ccc(CCNC(=O)c2cc(=O)[nH]c3ccc(S(=O)(=O)N4CCCCC4C)cc23)cc1OCC (stereo not given)
15. CCOC(=O)CCCCCC(=O)Nc1ccc2c(c1)CC(=O)N([C@@H](C)CO)C[C@@H](C)[C@@H](CN(C)C(=O)Nc1ccc(C(F)(F)F)cc1)O2
16. COc1ccc(Cl)cc1Nc1nc(C)cc(C)c1C(N)=O
Compound,9,10,11,12,13,14,15,16
HCMV inh,53,0,6,nt,-11,14,-12,-10
AmpC detergent,?,?,-1%,-1%,1%,4%,nt,-4%
HCV inh,0%,-12%,nt,nt,13%,nt,-23%,8%
Sm TGR inh,-3%,-21%,-2%,-1%,-8%,6%,nt,-4%
Giardia FBPA inh,11%,0%,nt,3%,nt,nt,nt,9%
AMA1 RON2 block,1%,6%,nt,nt,14%,nt,-3%,-3%

Some of these compounds in order of length of the SMILES, lowest first.
12. CCN1CCN(c2ccc(NC(=O)c3cnccn3)cc2)CC1
10. CCCCCCn1c(SCC(=O)c2ccccc2)nc2c1c(=O)[nH]c(=O)n2C
9. COc1ccc(CNC(=O)C2CCN(C(=O)c3ccc(-c4ccccc4)cc3)CC2)cc1
Compound,12,10,9
HCMV inh,nt,0,53
AmpC detergent,-1%,?,?
HCV inh,nt,-12%,0%
Sm TGR inh,-1%,-21%,-3%
Giardia FBPA inh,3%,0%,11%
AMA1 RON2 block,nt,6%,1%

Additional results follow.
17. CC(NC(=O)CN1C(=O)NC2(CCCCC2C)C1=O)c1ccccc1 (stereo not given)
18. NC1CCN(c2c(F)cc3c(=O)c(C(=O)O)cn(C4CC4)c3c2Cl)C1 (stereo not given)
19. Cc1ccc(NC(=O)c2ccccc2OCc2ccc([N+](=O)[O-])cc2)nc1
20. Cc1c(Nc2cc(=O)oc3ccccc23)c(=O)n(-c2ccccc2)n1C
21. Cc1ccc(Nc2cc(C)nc3nnnn23)cc1
22. CC(=O)c1ccc(NC(=O)c2nc(-c3ccccc3)n(-c3ccccc3Cl)n2)cc1
23. Cc1ccccc1-n1ncc(C(C)NC(=O)c2ccco2)c1C (stereo not given)
24. COc1ccc(C(=O)N2CCN(c3ncccn3)CC2)cc1S(=O)(=O)N1CCOCC1
Compound,17,18,19,20,21,22,23,24
HCMV inh,17,0,11,24,-28,-21,-34,63
AmpC detergent,3%,7%,-1%,?,-9%,4%,-3%,-7%
HCV inh,8%,-8%,?,1%,-13%,nt,23%,1%
Sm TGR inh,-1%,4%,-7%,-7%,3%,5%,-17%,-7%
Giardia FBPA inh,nt,-10%,3%,1%,1%,nt,2%,nt
AMA1 RON2 block,0%,-1%,-16%,1%,12%,nt,10%,-8%

25. Cc1nn(CC(=O)c2cccc(Cl)c2)c(C)c1[N+](=O)[O-]
26. Cc1cccc(N2C(=O)SC(N(C)c3ccccc3)C2=O)c1 (stereo not given)
27. Cc1nnc(NC(=O)c2ccc3ccccc3n2)s1
28. CCC(CC)C(=O)Nc1ccc(Nc2ccccc2)cc1
29. C/C(=N/NC(=O)c1cccs1)c1ccc(NC(=O)COc2ccc(Cl)cc2)cc1
30. COc1ccc(CC(=O)NCC2(N3CCCCC3)CCCCC2)cc1
31. COc1ccccc1C(=O)NNC(=O)c1cccc(C)c1
32. COc1ccccc1-n1c(C)nnc1SCC(=O)Nc1cccc(C(C)=O)c1
Compound,25,26,27,28,29,30,31,32
HCMV inh,-10,-13,111,19,-14,-10,72,57
AmpC detergent,-14%,?,-9%,-1%,?,?,-11%,2%
HCV inh,0%,4%,-1%,?,?,-1%,5%,10%
Sm TGR inh,-9%,0%,1%,-11%,-5%,-24%,2%,0%
Giardia FBPA inh,-2%,1%,-8%,0%,-9%,1%,-12%,-2%
AMA1 RON2 block,-10%,2%,117%[activator],-8%,14%,0%,-3%,-4%

33. N#Cc1ccc(C(=O)NC2=NCCS2)cc1
34. COc1cccc(NC(=O)CCC(=O)Nc2ccc3nc(N4CCOCC4)cc(C)c3c2)c1
35. N#Cc1cc2c(nc1SCC(=O)NCc1ccc3c(c1)OCO3)CCCCC2
36. O=c1c2sccc2n(Cc2cc(=O)n3ccccc3n2)c(=O)n1-c1ccccc1
37. Cc1ccc(C)c(NC(=O)NNS(=O)(=O)c2ccc(C)c(C)c2)c1
38. N#Cc1nc(-c2ccccc2F)oc1NCc1cccc2c1OCO2
39. Cc1ccc(C(C(=O)NC2CCCC2)N(C(=O)Cc2cccs2)c2ccc(C)c(C)c2)o1 (stereo not given)
40. CCCCc1nc2ccccc2c(=O)n1-c1ccc(O)cc1
Compound,33,34,35,36,37,38,39,40
HCMV inh,74,44,?,-5,9,-26,-40,-13
AmpC detergent,-6%,-8%,?,-10%,?,2%,2%,-10%
HCV inh,22%,?,nt,0%,-14%,7%,?,0%
Sm TGR inh,14%,-5%,7%,-7%,-2%,-4%,-21%,0%
Giardia FBPA inh,6%,5%,6%,-1%,-3%,-3%,1%,1%
AMA1 RON2 block,5%,-3%,-1%,0%,0%,-15%,-16%,6%

41. Cc1ccc(S(=O)(=O)c2cc3ccccc3nc2N)cc1
42. CCc1ccc(NC(=O)[C@H](C)NC(=O)C2CCN(C(=O)[C@@H](NC(=O)OC(C)(C)C)C(C)C)CC2)cc1
43. CCC(C)(C)NC(=O)CN(Cc1cccs1)C(=O)C(=O)Nc1ccc2c(c1)OCCO2
44. O=S(=O)(Nc1cccc(S(=O)(=O)N2CCOCC2)c1)c1ccc2c(c1)OCCO2
45. CN(CC(=O)Nc1cc(S(=O)(=O)N2CCOCC2)ccc1Cl)C1CCS(=O)(=O)C1 (stereo not given)
46. CCOCCCNC(=O)C1CCN(S(=O)(=O)c2cc(Br)cc3c2N(C(=O)CC)CC3)CC1
47. COCc1cc(=O)[nH]c(Cc2c(Cl)cccc2Cl)n1
48. C[C@@H]1C[C@H]2OC(=O)C3(CO3)[C@H]2[C@H](O)[C@]2(C)C(=O)C3OC3[C@@H]12 (stereo not given in full)
Compound,41,42,43,44,45,46,47,48
HCMV inh,-40,-71*,-7,-37,-5,44,nt,nt
AmpC detergent,1%,1%,-4%,-15%,1%,?,-11%,-6%
HCV inh,-15%,-12%,-2%,18%,19%,-8%,16%,nt
Sm TGR inh,6%,-2%,10%,2%,13%,4%,-4%,-25%
Giardia FBPA inh,3%,10%,0%,10%,3%,2%,1%,8%
AMA1 RON2 block,5%,0%,0%,-19%,5%,3%,-2%,nt

49. CN1C(=O)C2(c3ccccc31)c1c(oc3ccccc3c1=O)C(=O)N2CCO (stereo not given)
50. COc1ccc(S(=O)(=O)NC(C)C(=O)Nc2ccccc2)cc1Cl (stereo not given)
51. CC(C)(CNC(=O)c1ccc(-c2ccccc2Cl)o1)N1CCOCC1
52. COCCCN1C(=O)C(=O)/C(=C(/O)c2ccc(OCC(C)C)cc2C)C1c1cccnc1 (stereo not given)
53. CCCCC12CN3CCN(CC(C3)/C1=N\NC(=O)c1ccccc1N)C2
54. Cc1ncsc1CCOC(=O)c1ccc([N+](=O)[O-])cc1
55. CCn1c(=S)sc2c(=O)[nH]c(C)nc21
56. CCCCN(C(=O)CSCC(=O)Nc1ccc(OC)cc1)c1c(N)n(Cc2ccccc2)c(=O)[nH]c1=O
Compound,49,50,51,52,53,54,55,56
HCMV inh,-15,?,30,-28,?,-5,20,-19
AmpC detergent,3%,6%,?,2%,?,-14%,-6%,-17%
HCV inh,-13%,10%,-2%,3%,-4%,-8%,2%,-3%
Sm TGR inh,1%,-2%,1%,3%,1%,-4%,4%,-6%
Giardia FBPA inh,2%,15%,nt,15%,3%,-25%,-17%,nt
AMA1 RON2 block,-1%,-16%,0%,-2%,0%,13%[2.32 µM],-10%,-21%

57. CCc1ccccc1NC(=O)Cn1c(=O)n(CCCCCC(=O)NCc2ccc(C)cc2)c(=O)c2sccc21
58. N#C/C(=C\c1cccs1)C(=O)NCc1cccnc1
59. COc1cc(NC(=O)CCc2nnc3ccc(N4CCN(C)CC4)nn23)cc(OC)c1
60. Cc1ccc(C(=O)C(C)N2C(=O)NC(C)(c3ccccc3)C2=O)cc1 (stereo not given)
61. CC(C)CCNC(=O)C(=O)NC1CCCC1
62. CCOc1ccc(-c2cc(CCCC(=O)NCc3cccnc3)no2)cc1
63. O=C(O)c1ccc(COc2ccc3c(c2)CCC3)cc1
64. Cc1ccc2cc(CN(C(=O)c3ccco3)c3ccccc3)c(=O)[nH]c2c1
65. C[C@@H](NC(=O)c1nc[nH]c1C(=O)NCC(=O)OC(C)(C)C)c1ccccc1
Compound,57,58,59,60,61,62,63,64,65
HCMV inh,-32,30,-14,-30,-8,83,92,25,-4
AmpC detergent,-6%,?,-12%,-14%,?,?,-5%,?,-4%
HCV inh,nt,23%,4%,15%,-3%,?,11%,?,-51%
Sm TGR inh,-1%,5%,-2%,5%,6%,0%,13%,32µM*,11%
Giardia FBPA inh,nt,1%,nt,1%,6%,19%,?,-22%,?
AMA1 RON2 block,nt,8%,12%,-6%,-10%,-1%,2%,-11%,90%[activator]
